Compound activity as filed in PubChem.
FBW7 activator – FBW7 E3 ligase activators, primary screen, biochemical, AlphaScreen, human; F-box/WD repeat-containing protein 7 (Homo sapiens), Q969H0; AlphaScreen FBW7–phospho-cyclin E peptide binding, activator screen; normalized activity (activation), % at 26.1 µM; 650,000 compounds, 0.13% hits; in the data active = normalized activity above about 1.9%;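 also: purified mutant Fbw7 with reduced substrate affinity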
GPR151 activ – activators of human GPR151, primary screen, cell-based, PathHunter beta-arrestin, luminescence. G-protein coupled receptor 151 (Homo sapiens), Q8TDV0. PathHunter beta-arrestin GPR151 cells. activation, % at 11.2 µM. 650,000 compounds, 1% hits. AID 1508602, 2020; in the data active = activation above about 4.9%;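 also: 0% = median of compound wells and 100% = cells with positive control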
Target sequence (Q8TDV0 whole entry, looked up): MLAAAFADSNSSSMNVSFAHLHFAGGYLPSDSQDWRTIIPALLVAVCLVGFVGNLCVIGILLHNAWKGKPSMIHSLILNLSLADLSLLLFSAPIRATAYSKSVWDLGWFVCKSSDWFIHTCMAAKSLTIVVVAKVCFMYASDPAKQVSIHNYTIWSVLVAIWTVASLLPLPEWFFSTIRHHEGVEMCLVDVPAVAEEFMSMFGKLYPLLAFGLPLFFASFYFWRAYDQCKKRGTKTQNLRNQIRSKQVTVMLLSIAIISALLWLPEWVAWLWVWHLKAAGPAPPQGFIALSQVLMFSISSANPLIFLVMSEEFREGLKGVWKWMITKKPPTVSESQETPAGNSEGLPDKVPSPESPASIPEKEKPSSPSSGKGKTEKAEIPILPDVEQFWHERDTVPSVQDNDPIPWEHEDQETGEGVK
MITF inh – MITF inhibitors, primary screen, biochemical, AlphaScreen, human; Microphthalmia-associated transcription factor (Homo sapiens), O75030; AlphaScreen MITF homodimerization, bead proximity signal; inhibition, % at 2.6 µM; 650,000 compounds, 0.91% hits; AID 1259374, 2018; in the data active = inhibition above about 50%;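 also: 0% = vehicle wells with protein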
Target sequence (O75030 whole entry, looked up): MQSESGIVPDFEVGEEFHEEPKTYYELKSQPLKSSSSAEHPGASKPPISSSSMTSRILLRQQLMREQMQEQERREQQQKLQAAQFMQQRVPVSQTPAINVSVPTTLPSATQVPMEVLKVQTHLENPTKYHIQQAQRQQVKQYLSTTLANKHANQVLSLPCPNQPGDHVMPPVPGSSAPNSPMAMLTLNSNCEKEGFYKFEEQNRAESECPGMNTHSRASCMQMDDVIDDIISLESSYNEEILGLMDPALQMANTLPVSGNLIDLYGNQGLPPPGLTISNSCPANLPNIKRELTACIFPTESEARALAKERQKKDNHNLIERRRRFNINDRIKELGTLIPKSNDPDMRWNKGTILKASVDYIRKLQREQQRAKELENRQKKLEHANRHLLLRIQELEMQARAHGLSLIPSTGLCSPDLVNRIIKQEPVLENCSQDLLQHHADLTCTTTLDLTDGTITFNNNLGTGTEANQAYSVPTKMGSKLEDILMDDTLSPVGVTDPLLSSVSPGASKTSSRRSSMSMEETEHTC
TEAD-YAP block – TEAD-YAP interaction inhibition, primary screen, TEAD-YAP interaction inhibitor project, luminescence, HEK-TIYL cells. inhibition, % at 9.12 µM. TEAD-Gal4/YAP UAS-luciferase luminescence. 640,000 compounds, 1.4% hits; in the data active = inhibition above about 32%;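 also: 0% = median of test compound wells and 100% = reference inhibitor wells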
The depositor's hits bear a star; & = joins results of further samples. Rows were taken by chance, and some 3.4% of all compounds hit somewhere here.

Abbreviations: A = FBW7 activator; B = GPR151 activ; C = MITF inh; D = TEAD-YAP block
1. CCOC(=O)c1cc(S(=O)(=O)N2CCN(c3cccc(OC)c3)CC2)cn1C
  A: 0.2	B: 0.5	C: 4.5	D: -2.3

2. CCOP(=O)(OCC)c1nc(-c2ccc(Br)cc2)oc1N(C)C
  A: 0.1	B: -0.6	C: -1.2	D: 13.7

3. COc1ccccc1Cn1c(=S)[nH]c2cc(C(=O)NCCN(C)C)ccc2c1=O
  A: 0.0	B: -1.6	C: 10.2	D: 0.2

4. COc1cc2c(cc1OC)C(C(=O)Nc1ccccn1)C(c1cccnc1)N(C)C2=O (stereo unspecified)
  A: -0.1	B: 0.3	C: -0.9	D: 3.5

5. CCOc1ccc(S(=O)(=O)N/N=C(\C)c2ccc3cc(OC)ccc3c2)cc1
  A: -0.1	B: -1.3	C: 11.7	D: 0.5

6. CCOc1ccccc1-c1nn2c(Cc3ccccc3)nnc2s1
  A: -0.1	B: 0.5	C: -0.3	D: 15.6

7. CCNc1nc(NCCN2CCOCC2)c2ncn(Cc3ccc(C(F)(F)F)cc3)c2n1
  A: 0.1	B: 0.5	C: 10.6	D: -5.9

8. Cc1ccc(NC(=O)c2cccc3nc4ccccc4nc23)c(C)c1
  A: 0.2	B: 0.5	C: -7.2	D: 3.2

9. Cn1c(=O)c2c(nc(NC3CCCCC3)n2Cc2ccc(Br)cc2)n(C)c1=O
  A: -0.2	B: -0.3	C: -7.1	D: -7.7

10. CC(=O)/C=C1/c2ccccc2CC(C)(C)N1C
  A: 0.3	B: 1.9	C: -21.4	D: -2.0

11. Cc1cc(C)cc(OCCNS(=O)(=O)c2ccc(Cl)s2)c1
  A: -0.1	B: 2.4	C: -7.6	D: -3.3

12. CCn1nc(C)c(CN2CCN(Cc3cccc(OC)c3)C(CCO)C2)c1C (stereo unspecified)
  A: -0.1	B: 1.3	C: 2.0	D: -2.3

13. CCOCCCNS(=O)(=O)c1cccc2cccnc12
  A: 0.1	B: -0.2	C: -20.6	D: 4.7

14. CCCN1C(=O)/C(=C\c2nc3ccccc3c(=O)n2Cc2ccccc2)c2ccccc21
  A: -0.1	B: -0.3	C: 8.7	D: -3.1

15. CC(C)Cc1nnc(NC(=O)c2ccc([N+](=O)[O-])cc2Cl)s1
  A: -0.1	B: 3.4	C: -0.6	D: -6.1

Entries by screen from above:
GPR151 activ, entries 1 to 10 → 0.5, -0.6, -1.6, 0.3, -1.3, 0.5, 0.5, 0.5, -0.3, 1.9
MITF inh, entries 1 to 10 → 4.5, -1.2, 10.2, -0.9, 11.7, -0.3, 10.6, -7.2, -7.1, -21.4

The list continues:
Abbreviations: A = FBW7 activator; B = GPR151 activ; C = MITF inh; D = TEAD-YAP block
16. CCOC(=O)N1CCc2c(sc(NC(=O)c3ccccc3)c2C#N)C1
  A: 0.3	B: 0.9	C: 10.5	D: 51.0*

17. CC1CN(CC(=O)NC2CCOC2)Cc2ccccc2O1 (stereo unspecified)
  A: -0.3	B: 0.9	C: -14.6	D: -7.5

18. CCOc1ccc(/C=N/NC(=O)CSc2nc3ccccc3o2)c(OCC)c1
  A: 0.0	B: 0.0	C: 18.1	D: 7.1

19. COc1cc(OC)c(NS(=O)(=O)c2ccc3c(c2)C(C)(C)C(=O)N3C)cc1Cl
  A: 0.5	B: 0.4	C: 15.5	D: 21.9

20. Cc1cccc(Cc2c(C)nc3c(C(=O)N4CCN(c5cccc(C)c5C)CC4)cnn3c2C)c1
  A: 0.2	B: 0.4	C: -9.0	D: -5.2

21. Cc1ccc(S(=O)(=O)N(CCC#N)c2ccc(Br)cc2)cc1
  A: -0.1	B: -0.2	C: -1.7	D: 4.3

22. COC(=O)c1ccc(OCCOc2ccc(C(=O)OC)cc2)cc1
  A: -0.1	B: -2.2	C: -3.5	D: -7.0

23. COc1ccc(C(=O)Nc2cc(C(=O)N(C)Cc3ccccc3)ccc2N2CC3CC(C2)c2cccc(=O)n2C3)cc1 (stereo unspecified)
  A: 0.3	B: -0.6	C: 86.8*	D: -5.3

24. N#Cc1ccccc1S(=O)(=O)Nc1cccc(C(=O)N2CCOCC2)c1
  A: 0.7	B: 1.2	C: 12.8	D: 5.6

25. CCOc1ccc(/C=N/NC(=O)c2ccccc2C)cc1
  A: 0.1	B: -0.7	C: 15.2	D: -21.4

26. Cc1ccc2nc(SCC(=O)NC3CCCCC3)[nH]c2c1
  A: 0.9	B: 1.0	C: -20.1	D: -6.2

27. CCCCC1CCC(c2ccc(C#N)nc2)CC1 (stereo unspecified)
  A: -0.1	B: 1.7	C: 3.0	D: -6.3

28. CC[C@H](C)[C@@H]1NC(=O)[C@H]2CN(Cc3cccc4ncccc34)CCN2C1=O
  A: -0.1	B: -0.5	C: 1.6	D: 5.0

29. Cc1[nH]nc2c1C(c1cccc(Br)c1)C1=C(CC(C)(C)CC1=O)N2 (stereo unspecified)
  A: 0.0	B: 0.0	C: 6.1	D: 6.5

30. O=C(Nc1cccc(NC(=O)c2ccc([N+](=O)[O-])o2)c1)c1cccc(Cl)c1
  A: -0.2	B: 0.6	C: 6.8	D: 8.2

7 compounds from above, arranged by molecular weight, smallest number first:
Abbreviations: A = FBW7 activator; B = GPR151 activ; C = MITF inh; D = TEAD-YAP block
25. CCOc1ccc(/C=N/NC(=O)c2ccccc2C)cc1
  A: 0.1	B: -0.7	C: 15.2	D: -21.4

17. CC1CN(CC(=O)NC2CCOC2)Cc2ccccc2O1 (stereo unspecified)
  A: -0.3	B: 0.9	C: -14.6	D: -7.5

26. Cc1ccc2nc(SCC(=O)NC3CCCCC3)[nH]c2c1
  A: 0.9	B: 1.0	C: -20.1	D: -6.2

24. N#Cc1ccccc1S(=O)(=O)Nc1cccc(C(=O)N2CCOCC2)c1
  A: 0.7	B: 1.2	C: 12.8	D: 5.6

18. CCOc1ccc(/C=N/NC(=O)CSc2nc3ccccc3o2)c(OCC)c1
  A: 0.0	B: 0.0	C: 18.1	D: 7.1

19. COc1cc(OC)c(NS(=O)(=O)c2ccc3c(c2)C(C)(C)C(=O)N3C)cc1Cl
  A: 0.5	B: 0.4	C: 15.5	D: 21.9

23. COc1ccc(C(=O)Nc2cc(C(=O)N(C)Cc3ccccc3)ccc2N2CC3CC(C2)c2cccc(=O)n2C3)cc1 (stereo unspecified)
  A: 0.3	B: -0.6	C: 86.8*	D: -5.3

Going on with the list:
# | smiles | FBW7 activator | GPR151 activ | MITF inh | TEAD-YAP block
31 | c1ccc(Oc2ccccc2-c2cnc3ccc(NC4CCOCC4)nn23)cc1 | -0.4 | 0.1 | -18.5 | 11.9
32 | COc1ccc2oc(-c3csc(NC(=O)c4cc(C)nn4C)n3)cc2c1 | -0.2 | 0.2 | 2.9 | -19.6
33 | CCOC(=O)C1=C(C)N(C)C(=O)NC1c1cccc2ccccc12 (stereo unspecified) | 0.1 | -0.7 | 12.9 | 3.8
34 | CC1(C)C(=O)OC(/C=C\c2cccc([N+](=O)[O-])c2)C(C)(C)C1=O (stereo unspecified) | 0.7 | -0.4 | 4.6 | -10.8
35 | COc1ccc(Cl)cc1-n1c(/C=C/c2cccc([N+](=O)[O-])c2)nc2ccccc2c1=O | -0.1 | 0.1 | -4.5 | 2.9
36 | CCOC(=O)c1cc(-c2ccccc2OC)no1 | -0.1 | 0.5 | 13.3 | 2.0
37 | O=C(CSc1nc2ccccc2s1)Nc1cccc(C(F)(F)F)c1 | 0.1 | -0.8 | 9.7 | -7.2
38 | CCOC(=O)C1=C(c2ccccc2)N=c2s/c(=C\c3ccco3)c(=O)n2C1c1cccs1 (stereo unspecified) | 0.6 | 0.1 | 27.2 | -1.0
39 | CC1CC(C)CN(Cc2nc3c(c(=O)n(C)c(=O)n3C)n2CC(=O)C(C)(C)C)C1 (stereo unspecified) | -0.1 | -0.8 | -7.4 | 1.3
40 | O=C(NC(=S)Nc1ccc(-c2nc3ccccc3o2)c(O)c1)c1ccccc1 | 0.2 | 0.6 | -0.5 | -4.9
41 | CCOC(=O)c1c(-c2ccccc2)oc2cc(Br)c(OC(C)C(=O)OC)cc12 (stereo unspecified) | -0.2 | 2.5 | 5.9 | 5.9
42 | COc1cccc(CN2CCc3nnc(-c4ccccc4)n3CC2)c1O | 0.0 | 1.3 | 13.4 | 17.8
43 | Cc1cc(F)ccc1S(=O)(=O)NCC1CC2CCC1C2 (stereo unspecified) | 0.0 | -0.7 | -8.4 | -8.8
44 | CC(=O)OCCCN1C(=O)c2ccc(Br)cc2C1=O | 0.2 | 0.1 | 8.9 | -1.4
45 | O=C(NCc1cccnc1)c1cnc(Br)s1 | -0.1 | 2.1 | -0.5 | 8.2
46 | CCOC(c1ccccc1)c1ccc2c(c1)CN(C(=O)C1=C(C)OCCO1)CCO2 (stereo unspecified) | 0.6 | 0.2 | 4.7 | -4.7
47 | Cc1ccc(-n2cc(-c3ccccc3)nc2SCC(=O)NCCc2ccccc2)cc1 | 0.5 | -1.7 | -6.9 | -8.4
48 | Cc1c(C(=O)N/N=C/c2cccc(OC(=O)N3CCOCC3)c2)nnn1-c1nonc1N | 0.1 | 0.5 | -16.8 | 6.9
49 | CCn1ncc(C(=O)N2CCC(c3nc(N4CCCC4)ncc3-c3cc(C)no3)CC2)c1C | 0.0 | -0.2 | -16.2 | 1.9
50 | COC(=O)COc1ccc2c(=O)c(-c3ccc4c(c3)OCCCO4)c(C)oc2c1 | 0.0 | 0.9 | 12.5 | -1.4
51 | CCN(CC)C(C(=O)NC1CCCC1)c1ccc(C)cc1 (stereo unspecified) | 0.0 | 0.8 | -7.3 | -0.5
52 | CCN(CC)CCN=Cc1c(O)n(-c2ccccc2C)c(=O)[nH]c1=O | 0.0&-0.2 | 0.7&-1.2 | -5.7&-0.9 | -0.4&-12.3
53 | CN(CC(=O)N1CCc2ccccc21)S(=O)(=O)c1ccc(Cl)cc1 | 0.1 | -2.0 | 0.0 | -3.4
54 | O=C1CC(Nc2ccc(O)cc2)C(=O)N1c1ccccc1 (stereo unspecified) | -0.1 | 0.3 | -6.8 | -1.4
55 | CCOc1ccc(NC(N)=O)cc1OCC | 0.0 | 1.2 | 11.0 | 2.8
56 | COc1cc(C2/C(=C(/O)c3ccc(F)cc3)C(=O)C(=O)N2c2ccccc2)ccc1O (stereo unspecified) | -0.1 | -0.3 | 7.9 | 6.5
57 | O=c1[nH]c(N2CCCC2)nc2c1CCN(Cc1ccc(F)cc1)C2 | 0.0 | 1.1 | 20.0 | -0.7
58 | CC1(C)CC(=O)C2=C(C1)N(c1cccc(C(F)(F)F)c1)C(N)=C(C#N)C2c1ccc(C(C)(C)C)s1 (stereo unspecified) | -0.1 | -0.6 | 0.8 | 9.2
59 | O=C(CN1C(=O)CCSc2ccccc21)Nc1cccc(C(F)(F)F)c1 | -0.3 | 0.3 | 2.4 | 3.8
60 | Clc1ccc(C2NCCn3cccc32)cc1Cl (stereo unspecified) | -0.1 | 0.3 | -1.9 | -2.6
61 | O=C(CC1(CC2=NS(=O)(=O)c3ccccc3N2)CCCC1)NCc1ccccc1 | 0.0 | 4.7 | -8.0 | 10.8
62 | NC(=O)c1ccc(NC(=O)COC(=O)CC2CC3CCC2C3)cc1 (stereo unspecified) | 0.2 | -0.2 | 13.6 | 9.5
63 | CCOc1cc(/C=C2\C(=O)NC(=O)N(c3ccc(C)c(Cl)c3)C2=O)cc([N+](=O)[O-])c1O | 0.1 | -1.6 | 2.6 | 1.1
64 | COc1ccc(OC)c(CN2CCN(C(=O)c3cccc4ccccc34)CC2)c1 | -0.5 | -0.2 | 48.4 | -1.9
65 | CC1CCCC(C)N1C(=O)c1nn2c(c1Cl)NC(c1ccc(Cl)cc1)CC2C(F)(F)F (stereo unspecified) | -0.1 | 0.6 | -10.3 | 12.2
66 | CC(C)(C)NC(=O)CN(c1cc(Cl)cc(Cl)c1)S(C)(=O)=O | -0.1 | -0.3 | 8.1 | 10.2
67 | CCOc1cc(C=O)ccc1OCC(=O)Nc1cccc([N+](=O)[O-])c1 | 0.1 | 0.6 | -3.6 | -6.0
68 | COc1ccc(C(=O)N/N=C2/SCC(=O)N2C)c(OC)c1 | 0.4 | -0.4 | 13.9 | -4.3
69 | C/C(=N\NC(=O)OC(C)(C)C)c1ccccc1Br | 0.0 | -1.0 | -3.6 | -37.9
70 | O=C(CSc1nc(-c2cccc([N+](=O)[O-])c2)cs1)NCc1ccccc1 | 0.0 | -0.1 | 1.7 | 4.6
71 | CCOc1ccc(S(=O)(=O)Nc2ccc(C(C)C)cc2)cc1 | 0.0 | -0.2 | 7.5 | 6.5
72 | CCOC(=O)c1c(CN2CCN(C)CC2)n(-c2ccccc2)c2ccc(O)cc12 | -0.2 | 0.8 | 6.3 | -0.2
